Source: PubChem
GPR35 antagonists: GPR35 antagonists blocking zaprinast-driven arrestin recruitment, primary screen, imaging, U2OS, beta-arrestin-GFP, zaprinast agonist (AID 2058). G-protein coupled receptor 35 (Homo sapiens). U2OS GPR35 beta-arrestin-GFP translocation imaging, zaprinast antagonism; higher % means a stronger effect. 290,000 tested, 0.052% active. one-dose inhibition, % at 10 µM; IC50 in µM for titrated hits;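 active means inhibition of at least 50% with at least 30 cells and total cytoplasm GFP at most 10,000,000; inconclusive means under 30 cells or total GFP of 10,000,000 plus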
GPR55 LPI antagonism: GPR55 antagonists blocking LPI-driven arrestin recruitment, primary screen, imaging, U2OS, beta-arrestin-GFP, LPI agonist (AID 2013); G-protein coupled receptor 55 (Homo sapiens); U2OS GPR55 beta-arrestin-GFP translocation imaging, LPI antagonism; higher % means a stronger effect; inhibition, % at 10 µM, or IC50 in µM where a hit was titrated; 290,000 tested, 0.13% active;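 active means spots per cell inhibited over 60%, with over 100 cells counted and total cytoplasm intensity under 500,000; inconclusive means wells with under 100 cells, flagged as likely toxic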;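 further: U2OS cells stably carrying GPR55 and arrestin-GFP stimulated by 5 µM LPI near EC80; imaged beta-arrestin-GFP aggregate spots per cell after agonist stimulation; plate controls were LPI-stimulated DMSO wells for no effect and DMSO wells without LPI for full effect; some results filed as inactive read as strong as hits; confirmed hits need IC50 under 10 µM and bright autofluorescent wells are also inconclusive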
GPR55 activation: GPR55 agonists via beta-arrestin recruitment, primary screen, imaging, U2OS cells, beta-arrestin-GFP redistribution (AID 1961) | G-protein coupled receptor 55 (Homo sapiens) | U2OS GPR55 beta-arrestin-GFP redistribution imaging; higher % means a stronger effect | one-dose activation, % at 10 µM; EC50 in µM for titrated hits | 290,000 tested, 0.048% active;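 active means activation above 40% with more than 50 cells counted in the well; inconclusive means wells holding fewer than 50 cells, flagged as toxic or sparse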;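 further: U2OS osteosarcoma cells stably expressing GPR55 and beta-arrestin-GFP; plate controls were DMSO negative control for no effect and LPI positive control for full effect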
T cell modulator: modulators of CD8 T cell-vesicle binding, primary screen, mouse 2C CD8+ T cells, flow cytometry; calls only at 7 µM; 330,000 tested, 0.068% active; 2C CD8+ T cell-vesicle binding; active compounds read low; AID 2052, 2009;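 active means response, share of CD8 T cells binding vesicles, and their 90th percentile fluorescence all below set limits, cut at about 80% in these data, passing the limit was not always enough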
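Material: murine 2C transgenic CD8+ T lymphocytes / Also added: QL9-peptide-loaded Drosophila micro-vesicles bearing Ld, ICAM-1 and B7-1 / Schedule: binding step 1.5 h, 37 °C, antibody labelling 20 min, ice / Signal: flow cytometry, PE anti-B7-1 (FL2) versus Alexa647 anti-CD8 (FL8), PFA-fixed / Evaluation: percent CD8+ FL2 mean versus row control / Benchmarks: naked versus QL9-loaded vesicles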
Rac1 GTP hydrolysis: MgcRacGAP GTPase-activating activity inhibitors, confirmation, biochemical, ADP Hunter fluorescence; Rac GTPase-activating protein 1 (Homo sapiens); MgcRacGAP-stimulated Rac1 GTP hydrolysis, ADP Hunter fluorescence; higher % means a stronger effect; GST-tagged Rac1 F28L mutant substrate; inhibition, % at 30 µM; hits with a dose series show IC50 in µM; 340,000 tested, 0.6% active; AID 624330, 2012;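 active means first-screen hits whose inhibition reached a set limit at any dose in the follow-up dose series; inconclusive means inhibition above the set first-screen limit but never retested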;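 further: fluorescence reports GDP produced by GAP-driven GTP hydrolysis; strong numbers were not always called active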
Lipid droplet: inhibitors of hepatocyte lipid droplet formation, primary screen, imaging, high-throughput imaging, BODIPY stain | inhibition, % at 6.5 µM | AML12 mouse hepatocytes, oleate lipid droplets | 240,000 tested, 0.4% active | AID 1656, 2009;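 active means lipid droplet intensity inhibited by at least 50%, with more than 500 cells counted; inconclusive means wells with under 300 cells, treated as cytotoxic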
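Material: mouse AML12 hepatocyte cell line, fixed after treatment; Timing: compound with oleate, overnight; Technique: high-content imaging of BODIPY-stained droplets and DAPI nuclei; Probe or stimulus: oleate, 100 µM final; Dosing: compound at 6.5 µM only.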
SV40 large T antigen: SV40 large T antigen inhibitors, biochemical (AID 1903) | one-dose inhibition, % at 20 µM; IC50 in µM for titrated hits | 310,000 tested, 0.39% active | SV40 large T antigen ATPase/helicase inhibition assay; higher % means a stronger effect; in the data active means a potency from the dose series; inconclusive means inhibition mostly from about 32% at the one dose, without a potency; inactive means the rest, 99 in 100 with inhibition below about 32%; further: strong numbers were not always called active
LYP phosphatase: inhibitors of LYP phosphatase, biochemical, fluorescence intensity, uHTS (AID 1779); Tyrosine-protein phosphatase non-receptor type 22 (Homo sapiens); recombinant LYP phosphatase, fluorescence intensity; higher % means a stronger effect; inhibition, % at 11.5 µM, or IC50 in µM where a hit was titrated; 290,000 tested, 0.054% active; in the data active means inhibition above about 50%;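 further: plate controls were vehicle with enzyme for no effect and no enzyme for full effect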
NTR1 agonist: agonists of NTR1, primary screen, imaging, U2OS cells, beta-arrestin-GFP, high content (AID 493036); 330,000 tested, 0.17% active; Neurotensin receptor type 1 (Homo sapiens), P30989; NTR1-U2OS beta-arrestin-GFP spot imaging, agonist mode; activation, % at 20 µM;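 active means activation at or above 40% of the spot to cytoplasm intensity ratio, with at least 20 cells analyzed; inconclusive means wells under 20 cells, flagged as cytotoxic or low count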;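 further: 0% = DMSO without peptide and 100% = 100 nM NTR1 peptide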
Target sequence (P30989 whole entry, looked up): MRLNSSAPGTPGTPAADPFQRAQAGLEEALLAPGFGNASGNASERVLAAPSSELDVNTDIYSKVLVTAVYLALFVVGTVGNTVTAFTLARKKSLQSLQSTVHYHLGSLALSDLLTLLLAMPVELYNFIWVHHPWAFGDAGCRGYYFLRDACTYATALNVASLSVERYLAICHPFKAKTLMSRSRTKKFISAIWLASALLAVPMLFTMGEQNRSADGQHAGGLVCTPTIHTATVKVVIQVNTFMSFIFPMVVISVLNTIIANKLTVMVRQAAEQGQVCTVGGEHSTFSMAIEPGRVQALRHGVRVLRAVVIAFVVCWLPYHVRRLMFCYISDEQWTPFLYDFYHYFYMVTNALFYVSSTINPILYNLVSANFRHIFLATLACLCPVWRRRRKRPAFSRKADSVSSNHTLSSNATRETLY
Lipid droplet cells 6.5 µM: also measured in Lipid droplet; calls as there; cell count; measured here: cell count, cytotoxicity flag;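 cells counted across two imaged fields per well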
T cell modulator vesicle-bound %: recorded beside T cell modulator, whose call it bears; double positive events, %; measured here: CD8+ vesicle-bound cell fraction;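 binding gate set so that unloaded-vesicle control wells show 10% double positive cells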
NTR1 agonist cell count 20 µM: also measured in NTR1 agonist; calls as there; cell count; measured here: cell count, cytotoxicity flag
Starred values were filed as active, the others as inactive; i = inactive; ? = inconclusive; . = not tested or not shown. This is a random part of the collection. Share with any hit: about 1.8%.

The line under a structure holds: GPR35 antagonists | GPR55 LPI antagonism | GPR55 activation | T cell modulator | T cell modulator vesicle-bound % | Rac1 GTP hydrolysis | Lipid droplet | Lipid droplet cells 6.5 µM | SV40 large T antigen | LYP phosphatase | NTR1 agonist | NTR1 agonist cell count 20 µM
Cc1ccc(S(=O)(=O)N(CC(=O)N2CCc3ccccc3C2)c2ccc(Cl)c(Cl)c2)cc1
    6.7% | 12.4% | -0.3% | i | 40.5 | 4.5% | -71.0 | 579 | 7.8% | 5.4% | 1.4 | 56
C#CC[N+]1(CC#Cc2cccc(C)c2)CCCCC1
    13.3% | 11.1% | -0.3% | i | 56.7 | -2.2% | 18.8 | 735 | -3.5% | -8.5% | 0.4 | 97
CCOC(=O)N1CCC(N(CCOC)C(=O)Nc2ccc(CC)cc2)CC1
    6.8% | 5.1% | -0.2% | i | 6.5 | -0.1% | 16.0 | 716 | 4.8% | -6.0% | -0.9 | 41
COC1OC(COC(=O)CNC(=O)OC(C)(C)C)C(O)C(O)C1O (centres undefined)
    -0.6% | 11.0% | 0.3% | i | 67.0 | 4.0% | 8.1 | 681 | 1.1% | -9.3% | 0.9 | 62
CCOC(=O)c1[nH]c(C)c(C(=O)Nc2ccc3c(c2)OCCO3)c1C
    4.5% | 7.9% | -0.1% | i | 38.6 | 7.5% | . | . | 18.9% | -1.9% | 0.9 | 87
C[C@H](Nc1ncnc2sc3c(c12)CCC3)C(=O)O
    5.7% | 4.8% | -0.1% | i | 53.0 | 17.2% | . | . | 8.9% | -8.6% | 0.3 | 46
O=C(CSc1nc(O)c(C(c2ccccc2)c2ccccc2)c(=O)[nH]1)N1CCOCC1
    0.3% | 12.4% | -0.2% | i | 35.2 | -2.7% | -3.4 | 684 | 3.0% | 0.1% | -0.4 | 50
COc1ccc(C)cc1NC(=O)C(Sc1ccccc1)c1ccccc1 (centres undefined)
    -1.9% | 23.9% | 0.2% | i | 38.9 | . | 2.2 | 677 | 15.5% | -1.5% | 1.2 | 44
COCCNC(=O)/C(C#N)=C/c1ccccc1Br
    2.6% | -2.4% | 0.7% | i | 26.9 | 10.8% | 11.5 | 664 | 23.7% | 3.0% | -1.0 | 54
COc1ccc(N2CC(C(=O)O)CC2=O)cc1 (centres undefined)
    8.3% | 1.2% | -0.3% | i | 33.8 | 4.3% | 6.0 | 704 | 12.3% | 6.0% | 0.6 | 51
CCCCC(Sc1nc(N)c(NC(=O)c2ccc(OC)cc2)c(=O)[nH]1)C(=O)O (centres undefined)
    5.0% | -8.9% | -0.5% | i | 57.5 | 13.1% | -9.4 | 654 | 10.1% | -5.3% | -1.5 | 87
CCCC(=O)Nc1ccc(-c2csc(NNC(C)=O)n2)cc1
    -3.2% | -24.1% | -0.1% | i | 34.3 | 2.1% | -8.2 | 740 | 26.3% | -5.0% | 0.9 | 52
CCOc1ccccc1NC(=O)C1CC(=O)n2ncnc2N1 (centres undefined)
    -8.6% | -5.4% | -0.2% | i | 42.1 | -2.8% | -0.2 | 849 | 5.7% | -10.8% | 1.3 | 52
O=C(Nc1ccccc1)C1=C[C@H](c2coc3ccccc3c2=O)C[C@H](OCCCCO)O1
    -5.0% | 11.9% | -0.2% | i | 41.2 | 11.0% | -0.1 | 713 | -1.2% | -2.6% | 0.7 | 95
COc1ccc(C2(C)NC(=O)N(CC3CCCCC3)C2=O)cc1 (centres undefined)
    -21.6% | -2.4% | -0.2% | i | 44.8 | 0.8% | 0.8 | 832 | 3.2% | -2.8% | 1.2 | 38
CC(C(=O)NC1=NCCS1)N1C(=O)c2ccccc2C1=O (centres undefined)
    2.5% | 0.6% | 0.2% | i | 27.2 | 5.9% | . | . | 9.6% | -6.4% | 1.0 | 77
COc1ccc(SCC(=O)c2cc(C)c(OC(=S)N(C)C)c(C)c2)cc1
    8.7% | -1.1% | 0.3% | i | 45.0 | 7.0% | -4.2 | 772 | -0.9% | -2.8% | -0.1 | 42
NC(=O)COC(=O)c1ccccc1OCc1ccccc1Cl
    -8.6% | -30.4% | -0.2% | i | 14.1 | 1.1% | -12.1 | 737 | 4.7% | 10.8% | 2.7 | 47
CCOC(=O)C1CCCN(CCC(=O)Nc2ccc(C)c(C)c2)C1 (centres undefined)
    6.5% | 9.0% | -0.4% | i | 38.6 | 1.4% | 1.8 | 686 | 8.9% | -2.2% | 0.7 | 56
Clc1ccc(Cl)c(OCCCCNCc2ccccc2)c1
    -5.9% | 11.6% | 0.0% | i | 36.1 | 1.5% | 10.5 | 640 | -3.4% | -14.7% | 2.1 | 65
Cc1ccccc1NC(=S)N(CCCN1CCOCC1)Cc1cccnc1
    10.6% | -8.0% | 0.7% | i | 0.6 | 2.8% | 8.8 | 673 | 7.0% | 0.6% | 3.2 | 51
CC(=O)c1cccc(NC(=S)NC(=O)c2cccc(Cl)c2)c1
    -2.1% | -7.7% | -0.3% | i | 29.2 | 6.9% | 2.1 | 614 | 6.5% | 0.2% | 2.0 | 36
O=[N+]([O-])c1ccc(O)c(C2=NNC(c3ccccc3F)C2)c1 (centres undefined)
    -12.2% | 13.1% | -0.1% | i | 29.2 | 5.5% | -29.5 | 722 | 14.4% | -2.9% | 10.6 | 55
O=S(=O)(NCc1ccccc1)NCc1cccc(C(F)(F)F)c1
    0.7% | 8.0% | 1.0% | i | 44.1 | 13.2% | -4.2 | 649 | 11.8% | -1.3% | 0.5 | 77
Cc1nnc(SCC(=O)Nc2cc(C(F)(F)F)ccc2Cl)n1C
    4.5% | 5.2% | -0.2% | i | 54.9 | 12.0% | -0.8 | 819 | 1.3% | -8.2% | 0.9 | 54
Cc1ccccc1CN1CCC(Oc2ccc(C(=O)N3CCCC3)cc2)CC1
    -15.8% | 10.8% | -0.2% | i | 27.5 | 4.1% | -0.4 | 705 | 7.7% | -6.9% | -0.6 | 67
Cc1ccc(S(=O)(=O)N(C)CC(=O)N2CC(C)OC(C)C2)cc1 (centres undefined)
    7.0% | 6.1% | -0.1% | i | 39.2 | 6.7% | 8.3 | 857 | 7.7% | -11.6% | -0.7 | 47
COc1ccc(C(C(=O)NC2CCCCC2)N(C(=O)CCl)c2ccccc2Cl)cc1 (centres undefined)
    5.9% | 4.8% | 0.2% | i | 52.5 | 0.9% | 26.3 | 677 | -12.9% | 3.3% | 7.8 | 35
Cc1ccc(NC(=O)CSc2nnc(C3CC3)n2CC2CCCO2)cc1C (centres undefined)
    -2.8% | 8.2% | -0.2% | i | 31.4 | -2.5% | -3.1 | 761 | 3.0% | -10.5% | -0.7 | 57
CC1CCN(S(=O)(=O)N2CCN(C(=O)c3ccc4c(c3)OCO4)CC2)CC1
    1.1% | 0.5% | -0.1% | i | 21.4 | 5.5% | -5.3 | 706 | 7.8% | -8.8% | -0.7 | 51

Next part
The line under a structure holds: GPR35 antagonists | GPR55 LPI antagonism | GPR55 activation | T cell modulator | T cell modulator vesicle-bound % | Rac1 GTP hydrolysis | Lipid droplet | Lipid droplet cells 6.5 µM | SV40 large T antigen | LYP phosphatase | NTR1 agonist | NTR1 agonist cell count 20 µM
Cc1ccc2[nH]c(C)cc(=S)c2c1
    4.2% | -10.5% | 0.0% | . | . | 10.5% | 12.3 | 732 | 31.4% | -14.6% | . | .
Cc1ccc(Cn2c(=O)c3ccccc3n3c(CCC(=O)NCCN4CCOCC4)nnc23)cc1
    5.8% | -1.7% | 0.2% | i | 7.6 | 3.2% | 2.3 | 682 | 4.0% | -12.5% | -0.4 | 45
Cc1ccc(OCCOCCN(C)C)c(Cl)c1
    3.3% | 6.9% | 0.9% | i | 53.1 | 12.0% | 1.2 | 646 | 10.6% | -10.2% | -2.1 | 68
CCOC(=O)CSc1nc2ccc(C)cc2[nH]1
    -9.3% | -2.6% | -0.3% | i | 16.0 | 3.0% | -6.4 | 667 | 0.4% | -3.3% | 0.0 | 38
Cc1cc(SCC(=O)c2cccs2)nc2ccccc12
    6.2% | -11.1% | 0.3% | i | 4.9 | -7.2% | 12.9 | 665 | 24.8% | 3.6% | 1.9 | 82
CCNC(=S)N1CCN(c2nc(-c3cccc(OC)c3)cs2)CC1
    0.5% | -3.9% | 0.9% | i | 62.2 | 9.8% | -9.6 | 756 | 7.9% | -4.7% | 1.4 | 52
Cc1c(NC(=O)C(C)OC(=O)c2cc(-c3cccc4ccccc34)nc3ccccc23)c(=O)n(-c2ccccc2)n1C (centres undefined)
    15.2% | 10.7% | 0.0% | i | 15.7 | 4.2% | -4.1 | 690 | 7.4% | 6.1% | 1.2 | 40
Nc1nnc(SCC(=O)c2ccccc2)s1
    -5.2% | -0.6% | -0.2% | i | 13.6 | 10.9% | . | . | 27.8% | -12.1% | 0.3 | 34
NS(=O)(=O)c1ccc(CCNC(=O)c2cnccn2)cc1
    -2.3% | -4.7% | -0.1% | i | 31.5 | 3.4% | -0.6 | 830 | 11.5% | -3.2% | 0.7 | 53
Cc1cccc(NC(=S)Nn2cnnc2)c1C
    7.7% | -15.5% | 0.5% | i | 4.7 | 4.2% | -11.6 | 429 | 13.6% | -4.0% | 0.2 | 43
Cc1cccc(C(=O)Oc2csc(=S)n2C(=O)c2cccc(C)c2)c1
    2.8% | 3.3% | 0.0% | i | 15.3 | ? | -3.5 | 678 | 11.8% | 2.5% | 0.1 | 82
